T cell modulator – T cell immune modulators affecting CD8 T cell-vesicle binding; 0.068% of 330,000 active; AID 2052; 2C CD8+ T cell-vesicle binding, flow cytometry; active compounds read low; calls only at 7 µM;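 active = response, share of CD8 T cells binding vesicles, and their 90th percentile fluorescence all below set limits, cut at about 80% in these data, passing the limit was not always enough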
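Material: murine 2C transgenic CD8+ T lymphocytes / Also added: QL9-peptide-loaded Drosophila micro-vesicles bearing Ld, ICAM-1 and B7-1 / Schedule: binding step 1.5 h, 37 °C, antibody labelling 20 min, ice / Signal: flow cytometry, PE anti-B7-1 (FL2) versus Alexa647 anti-CD8 (FL8), PFA-fixed / Evaluation: percent CD8+ FL2 mean versus row control / Benchmarks: naked versus QL9-loaded vesicles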
T cell modulator vesicle-bound % – also measured in T cell modulator; calls as there; double positive events, %; measured here: CD8+ vesicle-bound cell fraction;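 binding gate set so that unloaded-vesicle control wells show 10% double positive cells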
* = called active by the depositor. A portion of the library; count on the stated rates, not on these rows.

The opening five records, to show the layout:
Screening CCc1ccc(N2CC(C(=O)Nc3ccc(S(=O)(=O)Nc4ncccn4)cc3)CC2=O)cc1 (stereo unspecified) returned T cell modulator inactive and T cell modulator vesicle-bound % 38.
CC1CCCCC12NC(=O)N(CC(=O)N1CCN(Cc3ccc(C#N)cc3)CC1)C2=O (stereo unspecified) was read as T cell modulator inactive and T cell modulator vesicle-bound % 27.
CC(C)n1cc(/C=N/Nc2ccc(Cl)c(C(=O)O)c2)c2ccccc21 was read as T cell modulator inactive and T cell modulator vesicle-bound % 32.
Screening CCn1nnc(NC(=O)c2ccc(Br)o2)n1 returned T cell modulator inactive and T cell modulator vesicle-bound % 24.
`CC(OC(=O)Cn1cnc2c1c(=O)n(C)c(=O)n2C)C(=O)NC1CCCCC1C` (stereo unspecified) gave T cell modulator inactive and T cell modulator vesicle-bound % 42.

Results, repeating the preview:
Screening CCc1ccc(N2CC(C(=O)Nc3ccc(S(=O)(=O)Nc4ncccn4)cc3)CC2=O)cc1 (stereo unspecified) returned T cell modulator inactive and T cell modulator vesicle-bound % 38.
CC1CCCCC12NC(=O)N(CC(=O)N1CCN(Cc3ccc(C#N)cc3)CC1)C2=O (stereo unspecified) was read as T cell modulator inactive and T cell modulator vesicle-bound % 27.
CC(C)n1cc(/C=N/Nc2ccc(Cl)c(C(=O)O)c2)c2ccccc21 was read as T cell modulator inactive and T cell modulator vesicle-bound % 32.
Screening CCn1nnc(NC(=O)c2ccc(Br)o2)n1 returned T cell modulator inactive and T cell modulator vesicle-bound % 24.
`CC(OC(=O)Cn1cnc2c1c(=O)n(C)c(=O)n2C)C(=O)NC1CCCCC1C` (stereo unspecified) gave T cell modulator inactive and T cell modulator vesicle-bound % 42.
Cc1cccc(Nc2nc(-c3ccc(O)c(O)c3)cs2)n1 was read as T cell modulator inactive and T cell modulator vesicle-bound % 25.
`Cc1ccc(NC(=O)c2ccc3c(c2)C(=O)N(c2cc(C)ccc2C)C3=O)nc1` gave T cell modulator inactive and T cell modulator vesicle-bound % 12.
CC(=O)Oc1ccc2nc(/C=C/c3ccccc3)oc(=O)c2c1 was read as T cell modulator inactive and T cell modulator vesicle-bound % 33.
c1ccc(OCCN2CCN(C(c3ccccc3)c3ccccc3)CC2)cc1 was read as T cell modulator inactive and T cell modulator vesicle-bound % 56.
Screening COc1ccc(NC(=O)CSCC(=O)N(C)Cc2c(F)cccc2Cl)cc1 returned T cell modulator inactive and T cell modulator vesicle-bound % 22.
For O=[N+]([O-])c1ccc(C[n+]2ccccc2)cc1 the results were T cell modulator inactive and T cell modulator vesicle-bound % 19.
Screening O=C(NCCCN1CCOCC1)c1cccc(S(=O)(=O)N2CCOCC2)c1 returned T cell modulator inactive and T cell modulator vesicle-bound % 60.
For Cc1cccnc1NC(=O)CCc1nnc2ccc(N3CCC4(CC3)OCCO4)nn12 the results were T cell modulator inactive and T cell modulator vesicle-bound % 15.
`Cc1ccc(Cn2nnc3c(=O)[nH]c(C4CCN(S(=O)(=O)Cc5ccccc5)CC4)nc32)cc1` gave T cell modulator inactive and T cell modulator vesicle-bound % 63.
Screening CC(=O)N1CCc2c(sc3c2c(=O)n(-c2ccccc2)c(=O)n3CC(=O)NCC2CCCO2)C1 (stereo unspecified) returned T cell modulator inactive and T cell modulator vesicle-bound % 18.
C=C(C)CNC(=O)c1ccc2nc(Cc3ccc(OC)cc3)oc2c1 was read as T cell modulator inactive and T cell modulator vesicle-bound % 54.
For NC(=O)CC1C(=O)N(c2ccccc2)C(=S)N1NC(=O)c1ccccc1 (stereo unspecified) the results were T cell modulator inactive and T cell modulator vesicle-bound % 24.
Screening CC(=O)c1c(C)[nH]c(C(=O)Nc2cccc3ccccc23)c1C returned T cell modulator inactive and T cell modulator vesicle-bound % 19.
`CCOc1ccc(/C=C2\CCC(C3CCCC3)C2=O)cc1` (stereo unspecified) gave T cell modulator inactive and T cell modulator vesicle-bound % 59.
Nc1nonc1-n1nnc(C(=O)N/N=C/c2ccccc2F)c1-c1cccs1 was read as T cell modulator inactive and T cell modulator vesicle-bound % 16.
For Cc1sc2ncn(CC(=O)NCCCN3CC(C)CC(C)C3)c(=O)c2c1S(=O)(=O)N1CC(C)CC(C)C1 (stereo unspecified) the results were T cell modulator inactive and T cell modulator vesicle-bound % 29.
`CNC(=O)c1c(NC(=O)CS(=O)(=O)c2ccc(F)cc2)sc(C)c1C` gave T cell modulator inactive and T cell modulator vesicle-bound % 35.
For O=C(Cc1ccc([N+](=O)[O-])cc1)Nc1cccc(C(=O)N2CCCCC2)c1 the results were T cell modulator inactive and T cell modulator vesicle-bound % 22.
`CCCC1OC2CC3C4CCC5=CC(=O)C=CC5(C)C4C(O)CC3(C)C2(C(=O)O)O1` (stereo unspecified) gave T cell modulator inactive and T cell modulator vesicle-bound % 17.
For Cc1ccc2[nH]c3c(=O)[nH]ncc3c2c1 the results were T cell modulator inactive and T cell modulator vesicle-bound % 59.
For Cc1ccc(NC(=O)CN2C(=O)NC3(CCCCC3C)C2=O)cc1S(=O)(=O)N1CCCCC1 (stereo unspecified) the results were T cell modulator inactive and T cell modulator vesicle-bound % 25.
For Nc1cc(C(=O)OCC(=O)NCCC2=CCCCC2)ccc1Cl the results were T cell modulator inactive and T cell modulator vesicle-bound % 37.
`NC(=O)CNC(=O)C1CCN(S(=O)(=O)c2ccc(-n3cnnn3)cc2)CC1` gave T cell modulator inactive and T cell modulator vesicle-bound % 44.
Screening Cc1ccc(S(=O)(=O)Nc2ccc3[nH]ccc3c2)cc1 returned T cell modulator inactive and T cell modulator vesicle-bound % 47.
Screening COc1ccccc1C(=O)Nc1nnc(S(=O)(=O)N(C)Cc2ccccc2)s1 returned T cell modulator inactive and T cell modulator vesicle-bound % 39.

2 neighbouring records already listed, for reference:
Nc1nonc1-n1nnc(C(=O)N/N=C/c2ccccc2F)c1-c1cccs1 was read as T cell modulator inactive and T cell modulator vesicle-bound % 16.
For Cc1sc2ncn(CC(=O)NCCCN3CC(C)CC(C)C3)c(=O)c2c1S(=O)(=O)N1CC(C)CC(C)C1 (stereo unspecified) the results were T cell modulator inactive and T cell modulator vesicle-bound % 29.

Next part
Screening Cc1ccc(-n2nc3c(=O)n(CCCC(=O)NCc4ccc(F)cc4)nc(C)c3c2C)cc1 returned T cell modulator inactive and T cell modulator vesicle-bound % 30.
CNc1c(NS(=O)(=O)c2ccc(CC(C)C)cc2)c(=O)oc2ccccc12 was read as T cell modulator inactive and T cell modulator vesicle-bound % 24.
`Cc1cc(C)c(OCC(=O)Nc2ccc(N3CCOCC3)cc2)c(Br)c1` gave T cell modulator inactive and T cell modulator vesicle-bound % 33.
For CC(C)[C@H](NC(=O)c1ccccc1Cl)C(=O)Nc1ccc(S(=O)(=O)Nc2nccs2)cc1 the results were T cell modulator inactive and T cell modulator vesicle-bound % 34.
`COc1ccc(NC(=O)Cc2cccs2)cc1S(=O)(=O)N1CCCCC1` gave T cell modulator inactive and T cell modulator vesicle-bound % 46.
`CCN(C(=O)c1ccccc1F)c1nc(-c2ccc(OC)cc2)cs1` gave T cell modulator inactive and T cell modulator vesicle-bound % 30.
For O=C(Nc1ccccc1Br)C1CCCN1S(=O)(=O)c1cccc2nsnc12 (stereo unspecified) the results were T cell modulator inactive and T cell modulator vesicle-bound % 10.
Screening O=C(C[C@@H]1C/C=C\C[C@H](Cc2ccc(F)cc2)C(=O)OC[C@@H](c2ccccc2)NC1=O)NCCO returned T cell modulator inactive and T cell modulator vesicle-bound % 26.
Screening COc1ccc(NC(=O)CN(C)C(=O)c2ccc3c(c2)NC(=O)CS3)cc1 returned T cell modulator inactive and T cell modulator vesicle-bound % 29.
`COc1cc2c(c(OC)c1OC)-c1ccc(OC)c(=O)cc1[C@@H](NC(C)=O)CC2` gave T cell modulator inactive and T cell modulator vesicle-bound % 13.
For COc1ccc(CCNC(=O)c2cc(-c3ccccc3)c(N3CCOCC3)s2)c(OC)c1OC the results were T cell modulator inactive and T cell modulator vesicle-bound % 16.
`COC(=O)c1ccc(OCCCCN(C)Cc2ccccc2)cc1` gave T cell modulator inactive and T cell modulator vesicle-bound % 29.
`CC1CCN(C(=O)c2cc(-c3ccc4c(c3)OCO4)on2)CC1` gave T cell modulator inactive and T cell modulator vesicle-bound % 52.
COc1ccc(OC)c(CCNC(=O)Cn2cccc2C(=O)c2ccccc2)c1 was read as T cell modulator inactive and T cell modulator vesicle-bound % 48.
`C[C@]12C=C[C@H](O)CC1=CCC1C2CC[C@@]2(C)C1CCC21OCCO1` (stereo partly specified) gave T cell modulator inactive and T cell modulator vesicle-bound % 22.
O=S(=O)(Nc1ccccn1)c1ccc(-n2cccn2)cc1 was read as T cell modulator inactive and T cell modulator vesicle-bound % 8.
CC(C)C(=O)N1CCN(c2ccccc2NC(=O)c2ccc(Br)o2)CC1 was read as T cell modulator inactive and T cell modulator vesicle-bound % 53.
For O=[N+]([O-])c1ccc(-c2cn3c(n2)SCC3)cc1 the results were T cell modulator inactive and T cell modulator vesicle-bound % 33.
CC(C)c1ccc(NC2CCCN(C(=O)c3ccnn3C)C2)cc1 (stereo unspecified) was read as T cell modulator inactive and T cell modulator vesicle-bound % 6.
COc1ccc(N2CC(C(=O)Nc3nnc(SCC(=O)N4CCCC4)s3)CC2=O)cc1 (stereo unspecified) was read as T cell modulator inactive and T cell modulator vesicle-bound % 72.
Screening COc1ccc(-c2noc(N3CCC(C(=O)Nc4ccc(OC)cc4OC)CC3)n2)cc1 returned T cell modulator inactive and T cell modulator vesicle-bound % 39.
Screening CC(=O)c1ccc(NC(=O)C(C)OC(=O)c2cccc(-n3cnnn3)c2)cc1 (stereo unspecified) returned T cell modulator inactive and T cell modulator vesicle-bound % 27.
`O=C(CCn1nnnc1CN1CCOCC1)N1CCC(c2ccccc2F)C1` (stereo unspecified) gave T cell modulator inactive and T cell modulator vesicle-bound % 18.
CCOC(=O)C1CCN(Cc2cccc(Oc3ccccc3)c2)CC1 was read as T cell modulator inactive and T cell modulator vesicle-bound % 58.
For CCn1cc(CN2CCC(n3nccc3NC(=O)CCc3ccccc3)CC2)cn1 the results were T cell modulator inactive and T cell modulator vesicle-bound % 11.
`CCCC1(c2ccccc2)NC(=O)N(CC(=O)NCC2COc3ccccc3O2)C1=O` (stereo unspecified) gave T cell modulator inactive and T cell modulator vesicle-bound % 36.
`CC(C)NC(=O)N(C)C[C@H]1Oc2ccc(NC(=O)c3ccncc3)cc2C(=O)N([C@H](C)CO)C[C@@H]1C` gave T cell modulator inactive and T cell modulator vesicle-bound % 8.
O=C(CCN1C(=O)/C(=C\c2ccccc2)SC1=S)NCCCN1CCOCC1 was read as T cell modulator inactive and T cell modulator vesicle-bound % 44.
Nc1cc(=O)[nH]c(SCCSc2cc(Cl)ccc2Cl)n1 was read as T cell modulator inactive and T cell modulator vesicle-bound % 14.
`COc1ccc(-c2cc(C)no2)cc1S(=O)(=O)N1CCCN(Cc2ccccc2Cl)C1` gave T cell modulator inactive and T cell modulator vesicle-bound % 37.

Part of the list above in order of molecular weight, low to high.
CCOC(=O)C1CCN(Cc2cccc(Oc3ccccc3)c2)CC1 was read as T cell modulator inactive and T cell modulator vesicle-bound % 58.
For CCn1cc(CN2CCC(n3nccc3NC(=O)CCc3ccccc3)CC2)cn1 the results were T cell modulator inactive and T cell modulator vesicle-bound % 11.
O=C(CCN1C(=O)/C(=C\c2ccccc2)SC1=S)NCCCN1CCOCC1 was read as T cell modulator inactive and T cell modulator vesicle-bound % 44.

Next section:
O=C(COc1ccccc1)Nc1c(Cl)ccc2nsnc12 was read as T cell modulator inactive and T cell modulator vesicle-bound % 18.
`COc1cccc(-c2nc3c(c(=O)[nH]c(=O)n3Cc3ccccc3)n2CCO)c1OC(F)F` gave T cell modulator inactive and T cell modulator vesicle-bound % 23.
Screening COCCN(C(=O)CSc1nnc(-c2ccc(C)cc2)n1N)c1c(N)n(Cc2ccccc2)c(=O)[nH]c1=O returned T cell modulator inactive and T cell modulator vesicle-bound % 20.
For Cc1ccc(C(=O)OCC(=O)NC(=O)Cc2ccccc2)c(O)c1 the results were T cell modulator inactive and T cell modulator vesicle-bound % 59.
For O=C1CCC(C(=O)OC(C(=O)Nc2ccc([N+](=O)[O-])cc2Br)c2ccccc2)=NN1 (stereo unspecified) the results were T cell modulator inactive and T cell modulator vesicle-bound % 21.
Screening O=C(NC1CC1)c1cccc(NC(=O)c2cn3ccccc3n2)c1 returned T cell modulator inactive and T cell modulator vesicle-bound % 29.
`CC1CCN(Cc2nnnn2CCCC(=O)NCCc2cnn(C)c2)CC1` gave T cell modulator inactive and T cell modulator vesicle-bound % 33.
Screening CC12CCC(=O)N1C(C(=O)Nc1ccc(F)cc1)CS2 (stereo unspecified) returned T cell modulator inactive and T cell modulator vesicle-bound % 15.
O=C(Nc1ccc(F)cc1)Nc1cccc(Br)c1 was read as T cell modulator inactive and T cell modulator vesicle-bound % 34.
For N#CCCN(C(=O)COC(=O)/C=C/c1cccs1)c1ccccc1 the results were T cell modulator inactive and T cell modulator vesicle-bound % 41.
`CC12CCC(=O)N1C(C(=O)N1CCN(S(=O)(=O)c3cccc(Cl)c3)CC1)CS2` (stereo unspecified) gave T cell modulator inactive and T cell modulator vesicle-bound % 29.
`CCN(CC)CCNC(=O)c1cc2c(=O)n(C)c3ccccc3c2s1` gave T cell modulator inactive and T cell modulator vesicle-bound % 40.
`C[C@H](NS(=O)(=O)c1ccccc1)C(=O)N1CCN(C(c2ccccc2)c2ccccc2)CC1` gave T cell modulator inactive and T cell modulator vesicle-bound % 25.
CCOc1ccc(C(=O)CCC(=O)N2CCN(S(=O)(=O)c3cccc(F)c3)CC2)cc1 was read as T cell modulator inactive and T cell modulator vesicle-bound % 31.
O=C(Nc1nccs1)c1ccccc1Br was read as T cell modulator inactive and T cell modulator vesicle-bound % 46.
COc1ccc(/C=C/C(=O)Nc2cc(S(=O)(=O)N3CCOCC3)ccc2OC)cc1 was read as T cell modulator inactive and T cell modulator vesicle-bound % 53.
For O=c1oc(C2(O)CCCCC2)cc2ccc(/C=C/c3ccc(F)cc3)cc12 the results were T cell modulator inactive and T cell modulator vesicle-bound % 50.

Screening data from PubChem BioAssay.
